Menin-MLL TR inh: inhibitors of human menin-MLL interaction, mutant MLL peptide; O00255; 270,000 compounds, 0.23% hits; Potency, µM (highest dose often 61.6 µM), inactives show top-dose FP activity change, negative = inhibition, most hits filed as inhibitors; Menin + Texas Red MLL mutant peptide, fluorescence polarization; active means well fitted inhibition curve with a large enough effect in the polarisation, with a control signal flat, not every such curve was filed as active; inconclusive means small, poorly fitted or top-dose-only effect, or effect the other way, or a change in a side signal; inactive means no such curve, though single readings can be large or run the other way; the % refers to the polarisation; further: potency means the concentration at half of the fitted maximal effect; % of control where 0% means no effect; many of its hits are not listed in these tables
PKM2 act: PKM2 (human) enzyme activation. AID 1631. Potency, µM (series often up to 57.5 µM), without a hit: top-dose activation, hits mostly activators. purified PKM2, Kinase-Glo ATP luminescence, activation; response scale: 0% is enzyme alone, no compound. 260,000 compounds, 0.34% hits. P14618; further: potency means the concentration at half of the fitted maximal effect; on the % scale 0 is the no-effect control and ±100 the full control effect; nearly all actives have a fitted effect of over 55% in size
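Purified hPK-M2 (>95% pure) converted ADP (0.1 mM final) to ATP with 0.5 mM PEP in 50 mM imidazole pH7.2, KCl, MgCl2, Tween 20, BSA; 1 h at room temperature. ATP detected by Kinase-Glo luminescence.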
Chronic BCR inh: chronic active BCR signaling inhibition; ABC-DLBCL IkBa-CBG/CBR reporter, luminescence ratio, 4 h; Potency, µM (top dose mostly 46.1 µM), without a hit: top-dose ratio change, negative = lower green/red ratio, usual class: inhibitors; 340,000 compounds, 0.05% hits; AID 493014; active means well fitted inhibition curve with a large enough effect in the signal ratio, with a control signal flat, not every such curve was filed as active; inconclusive means small, poorly fitted or top-dose-only effect, or effect the other way, or a change in a side signal; the % refers to the signal ratio;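 further: potency means the concentration at half of the fitted maximal effect; plate controls were basal doxycycline-induced cells for no effect and cells given 10 µM MG132 for full effect; MG132 reads +100%, hits lower the ratio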
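Concentration-response series (up to 46 uM) were applied to TMD8 dual-reporter cells for 4 h at 37C with doxycycline. Green/red ratio, after filter-overlap correction, defined %Activity; red signal alone was normalised to basal cells and zero luminescence.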
Giardia killer: kills Giardia lamblia | Giardia lamblia trophozoite viability | activity change, % at 7.66 µM, hits read low | 340,000 compounds, 0.15% hits | AID 540267; in the data active means activity change below about -80%; inconclusive means between about -30% and that limit;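 further: parasites exposed to compound for two days anaerobically before the ATP read; on the % scale 0 is the no-effect control and ±100 the full control effect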
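Luminescent ATP signal served as the viability read-out, measured 15-30 min after adding ATP detection reagent to trophozoites that had been incubated with compounds for 48 hrs at 37 deg C anaerobically at 100 cells/well.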
Coupling enz: counter-screen for Giardia aldolase inhibitors: coupling enzyme system | coupling enzyme system counterscreen, AmpLite Red fluorescence | AID 2472 | activity change, negative = inhibition, % at 58.2 µM, hits read low | 290,000 compounds, 0.67% hits; in the data active means activity change below about -30%; further: on the % scale 0 is the no-effect control and ±100 the full control effect
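Activity here indicates interference with the coupling reaction, not aldolase inhibition. Compounds at 57.5 uM final met coupling enzymes for 10 min at RT; substrate and AmpLite Red detection followed, with a 525/598 nm fluorescence read after 20 min.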
Tb PFK block: T. brucei PFK enzyme inhibition; 330,000 compounds, 0.17% hits; AID 485367; Potency, µM (doses to about 57.5 µM), for the others: at the highest dose activity, negative = inhibition, hits mostly inhibitors; O15648; T. brucei PFK, ADP-Glo luminescence;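 further: potency means the concentration at half of the fitted maximal effect; 0% = uninhibited 1x PFK enzyme wells and -100% = no-enzyme wells; nearly all actives have a fitted effect of over 60% in size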
Target sequence (O15648 whole entry, looked up): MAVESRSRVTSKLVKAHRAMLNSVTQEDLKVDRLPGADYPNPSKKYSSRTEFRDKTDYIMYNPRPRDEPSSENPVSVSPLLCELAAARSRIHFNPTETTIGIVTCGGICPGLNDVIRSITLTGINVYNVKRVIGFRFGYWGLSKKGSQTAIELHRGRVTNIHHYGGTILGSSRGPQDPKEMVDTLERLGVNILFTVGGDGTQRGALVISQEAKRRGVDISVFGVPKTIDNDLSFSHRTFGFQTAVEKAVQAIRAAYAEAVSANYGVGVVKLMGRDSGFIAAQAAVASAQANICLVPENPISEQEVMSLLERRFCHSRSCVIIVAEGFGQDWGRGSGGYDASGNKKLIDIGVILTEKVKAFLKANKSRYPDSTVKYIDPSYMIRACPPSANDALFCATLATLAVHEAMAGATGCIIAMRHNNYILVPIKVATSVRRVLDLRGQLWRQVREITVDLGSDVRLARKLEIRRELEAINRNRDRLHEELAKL
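In TEA buffer at pH 8.0 with 5 mM MgCl2, enzyme (1.25 nM) converted F6P (0.5 mM) and ATP (0.1 mM) for 45 min at room temperature. ADP product was read by luciferase luminescence.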
Integrin act MD: activators of alpha7 integrin expression for muscular dystrophy. alpha7betagal myoblasts, beta-gal FDG fluorescence, 48 h. Potency, µM (series often up to 38.3 µM), for inactives: top-dose activation, hits mostly activators. 350,000 compounds, 0.064% hits;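 further: potency means the concentration at half of the fitted maximal effect; 100% = response of the positive control SU9516; nearly all actives have a fitted effect of over 60% in size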
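alpha7betagal+/- myoblasts (passage 13, 250/well) treated 48 h at 37C with compounds at 1:260 dilution of DMSO stock. Lysed, then beta-galactosidase activity read as FDG fluorescence (ex 480/em 540) after 30 min, with pre-read for autofluorescence.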
ASM inhibitor: inhibitors of human secretory acid sphingomyelinase. P17405. Potency, µM (top dose mostly 57.5 µM), without a hit: at the top dose activity change, negative = inhibition, usual class: inhibitors. 340,000 compounds, 0.006% hits. placental ASM, HMU-PC fluorogenic substrate, 60 min; further: potency means the concentration at half of the fitted maximal effect
Target sequence (P17405 47-631 limits assumed): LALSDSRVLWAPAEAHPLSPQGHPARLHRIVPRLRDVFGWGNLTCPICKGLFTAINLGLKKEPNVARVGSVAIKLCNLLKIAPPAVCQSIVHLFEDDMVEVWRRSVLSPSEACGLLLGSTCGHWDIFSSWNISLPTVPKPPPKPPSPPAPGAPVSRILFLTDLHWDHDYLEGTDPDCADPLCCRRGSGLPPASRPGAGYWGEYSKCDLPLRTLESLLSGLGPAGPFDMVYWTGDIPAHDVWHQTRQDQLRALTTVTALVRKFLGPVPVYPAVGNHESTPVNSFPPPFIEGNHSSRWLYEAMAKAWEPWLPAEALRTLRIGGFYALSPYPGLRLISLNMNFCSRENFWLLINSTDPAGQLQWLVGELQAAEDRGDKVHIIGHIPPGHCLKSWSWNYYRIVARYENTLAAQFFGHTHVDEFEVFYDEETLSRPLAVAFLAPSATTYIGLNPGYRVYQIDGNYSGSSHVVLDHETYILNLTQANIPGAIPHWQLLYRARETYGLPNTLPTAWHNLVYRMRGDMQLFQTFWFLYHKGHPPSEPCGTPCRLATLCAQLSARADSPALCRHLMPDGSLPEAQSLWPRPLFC
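HMU-PC0 cleavage (9 uM final) by human placental ASM, 60 min at 37 °C following 10 min compound exposure at RT; stopped at pH 10, fluorescence Ex 386/Em 447 nm.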
GALK inh: inhibitors of human galactokinase. P51570. Purified GALK, Kinase-Glo residual ATP luminescence. Potency, µM (top dose mostly 57.5 µM), for inactives: at the top dose activity change, negative = inhibition, actives largely listed as inhibitors. 270,000 compounds, 0.007% hits; further: potency means the concentration at half of the fitted maximal effect; on the % scale 0 is the no-effect control and ±100 the full control effect
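Luminescence from leftover ATP (Ultra-Glo luciferase/luciferin) served as read-out after a 1 h room-temperature reaction of 5 nM GALK with 35 uM ATP and 100 uM galactose.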
B2AR arrestin: recruits beta-arrestin to the human beta2-adrenergic receptor. AID 492947. P07550. beta-arrestin recruitment to beta2AR, cell-based reporter. 330,000 compounds, 0.02% hits. Potency, µM (doses to about 46.1 µM), without a hit: at the highest dose activation, actives largely listed as activators;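 further: potency means the concentration at half of the fitted maximal effect; 0% = DMSO controls and full agonism = EC100 isoproterenol or metaproterenol; nearly all actives have a fitted effect of over 65% in size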
TSG101-PTAP inh: blocks PTAP/TSG101 interaction to inhibit HIV-1 budding. Fluorescence polarization, FITC-PTAP peptide / Tsg101 binding. 340,000 tested, under 10 active. Potency, µM (titrated, usually from 115 µM), inactives show top-dose activity change, negative = inhibition, hits mostly inhibitors. Q99816; active means well fitted inhibition curve with a large enough effect in the main read-out, with a control signal flat, not every such curve was filed as active; inconclusive means small, poorly fitted or top-dose-only effect, or effect the other way, or a change in a side signal; inactive means no such curve, though single readings can be large or run the other way; further: potency means the concentration at half of the fitted maximal effect; % of control where 0% means no effect
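Fluorescence anisotropy tracks displacement of a FITC-tagged PTAP peptide (50 nM) from the Tsg101 binding domain (10 uM), following a 20 min room-temperature incubation at pH 7.5.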
The depositor's hits bear a star; i = inactive; ? = inconclusive; nt = not tested or not shown; & = joins results of further samples; [ ] = remark or other dose. Unless noted, the call rests on the fitted dose curve; in most records, active means well fitted curve in the direction sought with a large enough effect; inconclusive means small, poorly fitted or top-dose-only effect, or another doubt; inactive means no such curve, though single readings can be large; an effect the other way counts as inactive or inconclusive. Only part of the results is shown (hit frequency here may not be typical).

SMILES	Giardia killer	Coupling enz	ASM inhibitor	B2AR arrestin	TSG101-PTAP inh	Menin-MLL TR inh	Chronic BCR inh	GALK inh	PKM2 act	Integrin act MD	Tb PFK block
Cc1cc2cc(C)c(NCCNC(=O)c3ccccc3Cl)nc2cc1C	-16	-4	-5%	0.0%	-5%	-25%	-5%	7%	-9%	0%	7%
CCCCN(C)C(=O)C1CCC(CNS(=O)(=O)c2ccc3c(c2)CC(C)N3C(C)=O)CC1 (stereo unspecified)	9	-2	-1%	-0.8%	-5%	-9%	6%	-3%	nt	-12%	-3%
C/C(Cn1cnc([N+](=O)[O-])n1)=N\NC(=O)c1ccc(O)cc1O	4	-5	0%	-0.4%	-4%	18%	?	7%	-1%	5%	-1%
COc1ccc(O)c(C2=Nc3ccccc3N=C(c3cccs3)C2)c1	-1	-1	8%	-0.1%	-12%	?	2%	-3%	10%	18%	-1%
CC(C)CCCC(C)CCOC(=O)CN1CCCC1 (stereo unspecified)	0	4	0%	-0.1%	-1%	nt	-6%	13%	0%	3%	0%
Cc1nnc(SC(C)C(=O)Nc2ccc(S(=O)(=O)N3CCCCCC3)cc2)s1 (stereo unspecified)	4	-1	3%	0.1%	1%	5%	-8%	1%	2%	-24%	-1%
Cc1cccc(NC(=O)C(=O)NCCc2c[nH]c3ccccc23)c1C	8	-1	0%	-0.1%	-4%	?	-17%	1%	-2%	1%	-8%
CCC(=O)Nc1ccc(SC#N)cc1C	-19	3	1%	3.9%	-6%	0%	?	0%	6%	-50%[inhibitor]	?
CCOC(=O)c1c(C)[nH]c(C=Nc2ccccc2)c1O	nt	-36*	nt	0.1%	nt	0%	-10%	-1%	4%	nt	1%
COc1ccc(Cc2nnc(SCC(=O)c3ccc(OC)cc3)o2)cc1	3	-1	-2%	0.2%	1%	16%	-8%	0%	5%	-14%	18%
COC(=O)COc1ccc2oc(=O)cc(-c3cc4ccccc4o3)c2c1	-15	nt	2%	0.2%	0%	nt	-3%	-4%	nt	15%	2%
COc1ccc(CNC(=O)COc2ccc([N+](=O)[O-])cc2)cc1	0	3	-1%	-0.5%	-8%	7%	0%	-4%	2%	0%	-2%
COc1ccc([C@]23Cc4ccccc4C(O2)C2=C(CC(C)(C)CC2=O)O3)cc1	nt	-2	nt	0.0%[9.22 µM]	nt	0%[11.7 µM]	?	nt	?	nt	0%[11.5 µM]
Cc1ccc(OCCCC(=O)N2CCOCC2)cc1	-9	1	-1%	0.3%	-2%	4%	-3%	-1%	-11%	5%	-5%
C=CCN(C(=O)CCC(=O)O)C1CC(=O)N(c2ccc(OC)cc2)C1=O (stereo unspecified)	-21	4	1%	-0.2%	0%	-17%	11%	-1%	-12%	-3%	17%
COCCN1C(=O)N[C@@H](c2cccc(F)c2)C(C(=O)OC)=C1C	-5	0&1	3%	-0.4%	0%	-3%[11.7 µM]	?	-3%	-9%[11.5 µM]	16%	0%
O=C(CSCc1ccc([N+](=O)[O-])cc1)Nc1ccc(S(=O)(=O)N2CCCCCC2)cc1	-7	3	-10%	-0.2%	-2%	?	?	0%	-2%	1%	-8%
CCOC(=O)N1CCN(Cc2nc(-c3cccc(Cl)c3)no2)CC1	8	-1	3%	-0.8%	-7%	-2%	-8%	1%	-6%	-5%	-3%
CS(=O)(=O)c1ccc(NC(=O)C2CC(=O)N(c3ccc4c(c3)OCCO4)C2)cc1 (stereo unspecified)	-5	nt	2%	0.1%	6%	nt	-1%	nt	nt	10%	-8%
Cc1cc(=O)[nH]c(SCC(=O)N2CCC(Cc3ccccc3)CC2)n1	-9	10	-2%	0.0%	0%	-9%	6%	-1%	-1%	-56%[inhibitor]	-3%
COc1cccc(N(C(=O)Cc2cccs2)C(C(=O)NC2CCCC2)c2ccncc2)c1 (stereo unspecified)	5	-1	-1%	-0.1%	0%	nt	?	0%	nt	13%	-7%
COc1nc(Nc2ccc(OC)c(Cl)c2)nc(OC)n1	26	0	-1%	-0.3%	-3%	12%	?	1%	4%	28%	-3%
Cc1cc(Nc2ccc(Cl)cc2)n2nnnc2n1	-9	-1	-2%	-0.8%	0%	?	0%	-2%	-9%	24%	-14%
O=C1CCCN1C(=O)CSc1nnnn1-c1cccc(F)c1	-11	nt	2%	-0.5%	-2%	nt	0%	nt	nt	8%	-4%
O=C(Nc1nc(-c2cccnc2)cs1)c1ccccc1[N+](=O)[O-]	1	0	4%	0.0%	-1%	7%	?	0%	4%	5%	-5%
CC1=C2C(CCS2(=O)=O)CC2(C1)C(=O)OC(C)(C)OC2=O (stereo unspecified)	-4	-2	0%	0.0%	-4%	-4%	-1%	-3%	-4%	-19%	-9%
O=C(COC(=O)c1ccncc1)c1ccc(Cl)c(Cl)c1	-9	-2	3%	0.1%	1%	2%	0%	-3%	4%	16%	-2%
COc1ccccc1-c1cc(C(=O)N2CCN(S(=O)(=O)c3ccc(C)cc3)CC2)[nH]n1	-11	-1	-11%	0.5%	-7%	12%	?	nt	8%	-2%	3%
COc1ccc(N2CCC(CNS(=O)(=O)c3cccc(C(F)(F)F)c3)C2)cc1 (stereo unspecified)	7	-14	-26%	0.4%	-1%	6%	?	1%	0%	-13%	-3%
COc1ccc(NC2c3ccccc3C(=O)N2c2cccnc2)cc1 (stereo unspecified)	11	5	3%	-0.4%	-4%	nt	-16%	-2%	-2%	?	0%
CCN(Cc1ccncc1)C(=O)c1cccc(S(=O)(=O)N2CCOCC2)c1	1	-6	4%	-0.1%	-1%	-3%	?	-2%	-1%	-7%	-1%
C=CCN1C(=O)CN=C1Nc1cccc(C)c1	-3	1	4%	0.0%	-2%	-6%	-1%	5%	-1%	8%	-3%
COc1cc(NC(=O)c2ccc(C)cc2C)ccc1NC(=O)c1cccs1	-13	2	2%	0.0%	0%	23%	-5%	-2%	nt	17%	-1%
Cc1ccccc1NC(=O)Cc1nc(COC(=O)Cc2c(F)cccc2Cl)cs1	-3	nt	0%	0.0%	-3%	nt	0%	nt	nt	11%	0%
COc1cc(C(=O)N/N=C/c2ccc(OC(=O)c3cccc(C)c3)cc2)ccc1O	33[activator]	0	?	5.7%	-4%	?	?	-5%	0%	-16%	2%
CC(OC(=O)c1ccc(Cl)c(S(=O)(=O)N2CCc3ccccc32)c1)C(=O)Nc1ncc(Cl)cc1Cl (stereo unspecified)	-2	6	-3%	-0.7%	1%	-2%	4%	-3%	4%	1%	7%
CN(C)c1ccc(/C=N/NC(=O)c2ccc(NC(=O)c3ccccc3)cc2)cc1	5	0	46%[activator]	-0.5%	-4%	nt	?	8%	0%	-21%	-2%
C#Cc1ccc([C@H]2C=C(C(=O)OCC=C)O[C@@H](OCC)[C@@H]2CCCO)cc1	15	1	-8%	-0.3%	-1%	-13%	0%	-5%	0%	-30%	1%
Cc1ccc(C(=O)N/C(=C\c2cn(C)c3ccccc23)C(=O)N2CCOCC2)cc1	-15	-7	-4%	0.4%	-6%	-8%	-2%	6%	22%	-6%	-1%
CCCCNc1c(-c2ccc(SC(C)CC)cc2)nc2ccccn12 (stereo unspecified)	-14	nt	i	-0.1%	?	nt	0%	nt	nt	-42%	0%

Already shown: entries from further up.
SMILES	Giardia killer	Coupling enz	ASM inhibitor	B2AR arrestin	TSG101-PTAP inh	Menin-MLL TR inh	Chronic BCR inh	GALK inh	PKM2 act	Integrin act MD	Tb PFK block
Cc1cc2cc(C)c(NCCNC(=O)c3ccccc3Cl)nc2cc1C	-16	-4	-5%	0.0%	-5%	-25%	-5%	7%	-9%	0%	7%
CCCCN(C)C(=O)C1CCC(CNS(=O)(=O)c2ccc3c(c2)CC(C)N3C(C)=O)CC1 (stereo unspecified)	9	-2	-1%	-0.8%	-5%	-9%	6%	-3%	nt	-12%	-3%
C/C(Cn1cnc([N+](=O)[O-])n1)=N\NC(=O)c1ccc(O)cc1O	4	-5	0%	-0.4%	-4%	18%	?	7%	-1%	5%	-1%
